Compound activity: PubChem, several laboratories
Runt-CBFb FRET: inhibitors of human RUNX1 Runt domain binding to CBFb; Q01196+Q13951; Cerulean-Runt/Venus-CBFb FRET ratio 530/480, 1 h; inhibition, % at 20 µM; hit rate 0.46% among 220,000;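 active means inhibition over about 50% at 20 µM in the single-dose screen, limit read from the data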;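 further: 0% = DMSO wells and 100% = excess unlabeled CBFb competitor control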
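Assay system: Cerulean-Runt domain / Medium: Tris 50 mM pH 7.5, KCl, K2SO4, 0.01% BSA / Timing: protein complex preformed 1 h, compound exposure 1 h, room temperature, dark / Measured by: FRET, excitation 422 nm, emission at 530 and 480 nm / Evaluation: loss of energy transfer signal / Control set: 5 µM unlabeled CBFb as full-inhibition high control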
Hck Nef HTS: inhibitors of human Hck kinase activated by Nef. P08631. Recombinant Hck-YEEI plus Nef, Z-Lyte FRET kinase assay. hit rate 0.68% among 220,000. inhibition, % at 20 µM;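 active means Hck-Nef kinase inhibition above about 50%, limit read from the data; inactive means inhibition below that limit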;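 further: 0% = DMSO with Hck plus Nef and 100% = Hck alone without Nef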
14-3-3 Bad PPI: disrupts binding of bovine 14-3-3 zeta to phospho-Bad peptide. TR-FRET 14-3-3zeta/Dy647-pBad peptide displacement, 1 h. hit rate 0.71% among 220,000. P63103. inhibition, % at 21.7 µM;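 active means inhibition above about 70%, limit read from the data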;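 further: 0% = full 14-3-3 plus peptide FRET controls and 100% = background without 14-3-3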
EBV gp42 inh: EBV gp42 inhibition. Fluorescence polarization binding assay, mP read-out. inhibition, % (tested at 21.74 µM). hit rate 0.42% among 220,000. AID 1085; in the data active means inhibition above about 50%
Tb hexokinase: blocks Trypanosoma brucei hexokinase 1 activity. recombinant TbHK1, G6PDH-coupled NADH A340. inhibition, % at 10 µM. hit rate 0.11% among 220,000;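 active means inhibition of 50% or more in the single-dose primary screen; inactive means inhibition below 50%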
p47phox inh: p47phox (human) inhibition | P14598 | p47phox/p22phox peptide binding, fluorescence polarization, 2 h | inhibition, % at 24.7 µM | hit rate 0.53% among 220,000 | AID 1274;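 active means inhibition above about 30%, limit read from the data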;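 further: 0% = p47phox with labelled peptide and 100% = labelled peptide alone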
Target sequence (P14598 whole entry, looked up): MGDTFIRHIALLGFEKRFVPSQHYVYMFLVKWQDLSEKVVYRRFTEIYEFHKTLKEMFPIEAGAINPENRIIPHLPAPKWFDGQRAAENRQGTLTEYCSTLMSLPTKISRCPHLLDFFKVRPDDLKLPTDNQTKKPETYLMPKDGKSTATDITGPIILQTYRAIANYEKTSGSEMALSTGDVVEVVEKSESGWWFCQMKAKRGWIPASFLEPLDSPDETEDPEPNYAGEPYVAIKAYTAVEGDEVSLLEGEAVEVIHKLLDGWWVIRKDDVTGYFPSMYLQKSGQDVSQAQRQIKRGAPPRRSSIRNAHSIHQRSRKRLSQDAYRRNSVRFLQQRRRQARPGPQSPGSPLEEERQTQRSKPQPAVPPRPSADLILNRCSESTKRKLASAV
zVAD death inh: L929 zVAD cell death inhibition; L929 zVAD necroptosis rescue, ATP luminescence, 24 h; with zVAD 60 µM; viability rescue, % at 10 µM; hit rate 0.38% among 220,000; AID 1377;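 active means activation, scaled between plate controls, above about 75%, limit read from the data; inactive means activation under that limit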;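 further: 0% = zVAD with DMSO and 100% = DMSO alone without zVAD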
MDM2 E3 inh: Mdm2 E3 ligase (human) inhibition; hit rate 0.11% among 210,000; Q00987; signal enhancement, % at 5 µM; cell-based MDM2 ubiquitination luciferase reporter, 2 h; 0 = plate control, 100 = twice control, blank-subtracted;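 active means signal enhancement of 30% or more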;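 further: luminescence tracks abundance of the self-degrading MDM2-luciferase fusion protein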
Target sequence (Q00987 whole entry, looked up, the tested form may be a part): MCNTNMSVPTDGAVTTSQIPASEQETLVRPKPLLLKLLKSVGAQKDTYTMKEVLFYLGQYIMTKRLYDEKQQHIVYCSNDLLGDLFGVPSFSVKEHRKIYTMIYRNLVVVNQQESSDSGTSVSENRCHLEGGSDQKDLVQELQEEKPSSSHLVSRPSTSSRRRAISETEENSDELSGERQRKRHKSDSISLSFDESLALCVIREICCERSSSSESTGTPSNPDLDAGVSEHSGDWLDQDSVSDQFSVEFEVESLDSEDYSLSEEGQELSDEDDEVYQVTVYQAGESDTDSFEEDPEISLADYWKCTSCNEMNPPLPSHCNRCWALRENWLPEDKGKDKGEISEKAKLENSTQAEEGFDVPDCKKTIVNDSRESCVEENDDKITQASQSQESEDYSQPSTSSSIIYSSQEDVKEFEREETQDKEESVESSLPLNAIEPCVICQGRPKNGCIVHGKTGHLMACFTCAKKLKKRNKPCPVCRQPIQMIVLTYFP
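test system = mammalian cells stably expressing self-ubiquitinating, self-degrading MDM2 E3–luciferase fusion | quantity = 2000 cells/well | incubation = cell settling 4 h, compound treatment 2 h, both 37 °C | signal = luminescence with SteadyLite reagent, 15 min at room temperature | evaluation = % enhancement relative to plate controls after blank subtraction | benchmarks = plate controls and plate blanks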
Runt-SMMHC FRET: blocks binding of human RUNX1 Runt domain to CBFb-SMMHC | Q01196+Q13951 | Cerulean-Runt/Venus-CBFb-SMMHC FRET ratio 530/480, 1 h | inhibition, % at 20 µM | hit rate 0.74% among 220,000;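 active means mean inhibition across duplicate retests at 20 µM reaching about 50%, limit read from the data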;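 further: 0% = DMSO wells and 100% = wells with excess untagged CBFb-SMMHC; inhibitors lower the FRET ratio by blocking Runt binding to CBFb-SMMHC; some results filed as inactive read as strong as hits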
Numbers without * were called inactive; x = not tested or not shown; [ ] = remark or other dose.

structure	Runt-CBFb FRET	Hck Nef HTS	14-3-3 Bad PPI	EBV gp42 inh	Tb hexokinase	p47phox inh	zVAD death inh	MDM2 E3 inh	Runt-SMMHC FRET
COc1cc(C(=O)NCC2(N3CCCCC3)CCCCC2)ccc1OCC(=O)N1CCOCC1	2	13	24	-6	-8	-17	1.5	-12	-3
Cc1cccnc1N(C(=O)Nc1ccccc1)C1=NCC(C)(C)S1	0	0	-4	-19	0	-13	1.2	-17	3
CCC1(CC)Cc2ccccc2-c2nc3ccccc3c(=O)n21	x	0	20	1	2	3	0.1	-4	-3
Cc1cc(C)nc(SCc2nnc(SCC(=O)N3CCOCC3)o2)n1	0	-1	-4[fluorescence artefact?]	-9	4	4	0.6	0	-2
O=C(NC(=S)N1CCN(C(c2ccccc2)c2ccccc2)CC1)c1ccc(S(=O)(=O)N2CCOCC2)cc1	-3	5	-10	2	-12	-15	-0.8	-14	0
CC1=C(C(=O)OCc2ccccc2)C(c2ccoc2)C(C#N)=C(N)O1 (centres undefined)	0	0	8	-7	1	-22	0.0	6	-7
O=C(Oc1ccc(OC(=O)N2CCOCC2)cc1)c1ccccc1	3	0	-4	-13	0	-1	-0.4	-5	2
C#Cc1ccc([C@@H]2C=C(C(=O)OCC=C)O[C@H](OCCCCO)C2)cc1	-9	34	9	-6	-8	x	0.6	x	-3
Nc1nc(SCC(=O)c2ccc([N+](=O)[O-])cc2)n[nH]1	40	12	-15	-6	-7	-15	-0.8	-1	24
CCOc1ccccc1N1CCN(C(=O)c2ccncc2)CC1	0	1	-10[fluorescence artefact?]	-7	-11	-15	0.1	8	2
Cc1ccc(OCCCc2c(C)n[nH]c2C)cc1	x	-8	15	5	5	-5	-0.3	-10	-1
Cn1cc(Br)cc2nc(C(F)(F)F)nc1-2	1	2	-5	-3	-18	-14	-0.3	7	3
O=C(Nc1nccs1)c1ccccn1	2	11	-5	-5	1	-2	2.7	-12	2
Cn1c(SCC(=O)Nc2ccccc2F)nnc1-c1ccc(S(=O)(=O)N2CCOCC2)cc1	0	1	-2	-12	-1	-18	-0.1	21	2
O=c1cc(-c2ccccc2)[nH]n1-c1nc2ccccc2s1	-2	0	1	-5	-3	-25	0.4	-31	-7
O=C(c1ccc(CS(=O)(=O)c2cccc(C(F)(F)F)c2)o1)N1CCN(c2ccccn2)CC1	-6	0	-13	12	0	-6	0.1	-30	-1
CCn1c(CNc2ccc(F)cc2)nnc1SCC(=O)Nc1ccccc1OC	1	7	-15	-4	7	7	0.3	-6	4
CCO[C@@H]1OC(C(=O)NCc2ccccc2)=C[C@H](c2cn(C(C)=O)c3ccccc23)[C@H]1CCCO	-2	-15	-4	-6	-14	-5	2.0	x	1
Cc1ccc(-c2nc(N/N=C/c3ccncc3)c3ccccc3n2)cc1	-8	-2	23[fluorescence artefact?]	5	-30	-93	-2.7	-29	0
COc1ccc(NC(=S)NCCc2c[nH]c3ccc(OC)cc23)c(OC)c1	-2	1	1[fluorescence artefact?]	-13	-1	-8	-0.1	-13	-6
COC(=O)Nc1ccc2ncn(C)c(=O)c2c1	1	0	14	-9	-7	-2	-0.2	-18	3
COc1cccc(C(=O)N(CN2CCCC2=O)c2cccc(Cl)c2)c1	-1	-1	6	-6	-4	-18	-0.7	-8	3
COC(=O)C(C)NC(=O)c1ccc(C(C)(C)C)cc1 (centres undefined)	-1	-1	-10	-21	3	2	1.0	-4	4
Cc1cc2ncn(CCOc3ccccc3C#N)c2cc1C	-4	5	-3[fluorescence artefact?]	-9	0	-15	-0.8	-2	-6

One compound at a time, as listed above.
Entry for O=C(c1ccc(CS(=O)(=O)c2cccc(C(F)(F)F)c2)o1)N1CCN(c2ccccn2)CC1 : Runt-CBFb FRET = -6; Hck Nef HTS = 0; 14-3-3 Bad PPI = -13; EBV gp42 inh = 12; Tb hexokinase = 0; p47phox inh = -6; zVAD death inh = 0.1; MDM2 E3 inh = -30; Runt-SMMHC FRET = -1
Entry for CCO[C@@H]1OC(C(=O)NCc2ccccc2)=C[C@H](c2cn(C(C)=O)c3ccccc23)[C@H]1CCCO : Runt-CBFb FRET = -2; Hck Nef HTS = -15; 14-3-3 Bad PPI = -4; EBV gp42 inh = -6; Tb hexokinase = -14; p47phox inh = -5; zVAD death inh = 2.0; MDM2 E3 inh = x; Runt-SMMHC FRET = 1

(further entries)
structure	Runt-CBFb FRET	Hck Nef HTS	14-3-3 Bad PPI	EBV gp42 inh	Tb hexokinase	p47phox inh	zVAD death inh	MDM2 E3 inh	Runt-SMMHC FRET
Cc1c(NC(=O)CS(=O)(=O)c2ccccc2)c(=O)n(-c2ccccc2)n1C	0	-2	-2	-10	0	-1	2.1	-47	3
O=C(CN1CCOc2ccccc21)NCc1ccccc1	1	-3	-1[fluorescence artefact?]	-3	-1	-6	x	x	1
CC(C)(C)c1ccc(C(=O)NCc2ccc(Cl)cc2)cc1	-1	0	-2[fluorescence artefact?]	-5	0	-3	2.2	-2	0
Cc1ccc(NC(=O)N2CCCC(C(=O)O)C2)cc1 (centres undefined)	2	29	-1	-4	-1	-10	0.1	x	0
COCCN1Cc2cccc(C(=O)Nc3ccc(C)cc3)c2C1=O	-2	6	1	7	-1	8	-0.6	-21	-4
Cc1ccc(CNC(=O)CCC2CCCN(Cc3cc4ccccc4o3)C2)o1 (centres undefined)	0	-9	-5	-15	-5	-11	-1.1	1	3
Cc1ccc(/C([O-])=C(/C(=S)NCc2ccco2)[n+]2ccccc2)cc1	11	2	-10	5	-18	-1	0.6	12	-4
COc1cc(S(=O)(=O)NC2CCCC2)ccc1F	-1	0	3	-3	-6	-1	0.1	-4	0
CN(C)c1ccc(CN2CCCCCC2)cc1	2	-6	10	-23	3	-12	-1.1	-6	4
CC(C)CC(NC(=O)C1CCC(C)CC1)C(=O)Nc1ccccn1 (centres undefined)	-3	-9	1	-2	-6	-2	-0.8	-1	1
O=c1[nH]c(SCc2ccccc2)nc2ccsc12	-2	18	-9	-8	0	-8	2.5	-19	3
O=C1CCc2cc(S(=O)(=O)NC(Cc3ccccc3)C(=O)NC3CCCC3)ccc2N1 (centres undefined)	2	-1	7	-11	-3	-15	-0.8	-5	-3
C=CCSc1nnc(-c2cc(C(C)(C)C)nn2Cc2ccc(F)cc2)n1C	-2	5	-5	-8	-9	7	1.2	-17	0
CSc1ncccc1C(=O)OCC(=O)NC(C)C	-1	2	-6	-4	-1	5	1.6	-8	-4
COc1ccc(-c2nnn(CCc3nn[nH]n3)n2)cc1OC	1	0	5	-7	6	-8	-0.2	3	-2
C=C(C)Cn1c(N2CC(C)CC(C)C2)nc2c1c(=O)[nH]c(=O)n2C (centres undefined)	-1	32	-6	-9	-11	-2	0.1	-3	0
CC(C)(C)c1ccc(C(=O)NCC(=O)O)cc1	1	12	7	-6	1	7	3.0	7	2
NS(=O)(=O)c1ccc(NC(=O)NC2CCCCC2)cc1	1	2	-10	-8	4	-12	-0.1	-4	-1
COc1cc2c(C#N)c(N3CCc4ccccc4C3)nc(N)c2c(N)n1	-88	36	x	x	15	x	2.9	-19	42
CCOC(=O)c1c(NC(=O)CSc2nc3nc(C)cc(C)n3n2)sc(CC)c1C	-6	12	1[fluorescence artefact?]	-39	27	0	0.6	-3	-6
CCOC(=O)C1(CC2CCCCO2)CCN(Cc2cccnc2)CC1 (centres undefined)	0	1	-23	-3	2	2	0.4	-7	-1
COc1cc(C(=O)N2CCCc3ccccc32)cc(OC)c1OC	2	-4	-12	-5	-3	-5	-1.3	-9	-4
C#CCNC(=O)C1=C[C@H](c2coc3ccccc3c2=O)C[C@H](OCc2ccc(CO)cc2)O1	-1	16	4	-8	-5	x	-0.2	x	2
Cn1c(SCCOc2cccc(Cl)c2)nnc1-c1ccncc1	x	0	2[fluorescence artefact?]	-33	-5	-18	0.0	-2	0
COCCn1c(N/N=C(C)/C=C/c2ccccc2)nc2c1c(=O)[nH]c(=O)n2C	0	23	-14	36	-54	-7	0.1	4	-2
CCOC(=O)C1(Cc2cccc(OC)c2)CCN(C2CCOCC2)CC1	x	22	-4	-21	-1	5	-2.2	-15	x
COc1ccc(CCNC(=O)C23CN(Cc4ccccc4)CC2C(c2cccc([N+](=O)[O-])c2)=NO3)cc1 (centres undefined)	2	1	30	11	1	-6	0.0	0	-2
Cc1onc(-c2c(Cl)cccc2Cl)c1C(=O)Nc1c(C)n(C)n(-c2ccccc2)c1=O	-2	1	-1	-2	-1	-2	0.0	-1	2
CC1=Nn2c(nnc2-c2ccccc2Cl)SC1	3	7	-2	-2	33	-4	2.0	-5	3
Cn1c(O)c(N=NC(=N)N)c2ccccc21	-2	14	1	-9	-46	-4	1.8	-11	-3
C/C(Cl)=C/CSc1nc2c(c(=O)[nH]c(=O)n2C)n1C(C)C	-1	6	-15	-8	-3	-3	-0.2	x	0
COCCN(C(=O)Cn1nnc2ccccc21)C(C(=O)NC1CCCC1)c1ccc(OC)cc1OC (centres undefined)	-7	8	-6	-3	4	3	0.1	-10	-4
O=C(C[n+]1cc(-c2ccccc2)n2c1CCC2)N1c2ccccc2Sc2ccccc21	0	3	-4[fluorescence artefact?]	-8	7	-11	0.6	-12	-2
CCOC(=O)c1ccc(NC(=O)CN2C(=O)CSC(C)C2=O)cc1 (centres undefined)	0	3	-9	-9	2	-8	0.4	3	4
COCCCNc1ncnc2c1sc1nc(-c3ccco3)c3c(c12)CC(C)(C)OC3	29	20	1	-5	-43	-22	-0.7	-7	4
C(=C\c1nc(-c2ccccc2)no1)/c1ccccc1	-2	4	2[fluorescence artefact?]	-9	-4	-10	1.0	-31	-2
O=C(CCc1ccc(S(=O)(=O)NC2CCCCC2)cc1)NCc1cccnc1	0	14	4	-19	10	-3	0.6	4	0
Cc1ccc(CN(Cc2cccnc2)C(=S)Nc2cc(Cl)ccc2C)cc1	3	-6	-8	-2	5	-11	-0.1	-3	4
